Compound activity from PubChem.
CHT allo act = human CHT allosteric activation; Q9GZV3; CHT-expressing cells, membrane potential dye, choline EC20; stronger effect = higher value; LV-AA mutant CHT in HEK293 cells; B-score at 10 µM; actives 0.49% (n = 310,000); AID 488977;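 active = initial fluorescence not abnormally high and integrated response B-score, plate-corrected, over 3 SD above library mean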
Target sequence (Q9GZV3 whole entry, looked up): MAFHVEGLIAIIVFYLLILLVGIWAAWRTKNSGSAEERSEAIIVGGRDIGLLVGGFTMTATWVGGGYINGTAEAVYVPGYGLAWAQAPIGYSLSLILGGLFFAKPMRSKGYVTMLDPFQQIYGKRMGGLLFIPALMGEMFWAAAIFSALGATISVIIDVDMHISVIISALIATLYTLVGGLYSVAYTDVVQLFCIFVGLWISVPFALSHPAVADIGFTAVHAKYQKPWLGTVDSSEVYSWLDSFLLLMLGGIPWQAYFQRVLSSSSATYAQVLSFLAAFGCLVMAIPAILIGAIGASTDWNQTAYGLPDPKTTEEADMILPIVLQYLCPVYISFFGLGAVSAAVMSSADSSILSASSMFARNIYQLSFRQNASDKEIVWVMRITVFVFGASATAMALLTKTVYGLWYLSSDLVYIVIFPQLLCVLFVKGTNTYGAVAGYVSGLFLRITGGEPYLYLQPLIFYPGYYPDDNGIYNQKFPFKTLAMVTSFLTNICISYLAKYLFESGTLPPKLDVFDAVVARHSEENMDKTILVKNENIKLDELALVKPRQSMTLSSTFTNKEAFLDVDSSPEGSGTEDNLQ
CHT block = inhibits the human high affinity choline transporter | Q9GZV3 | CHT-expressing cells, membrane potential dye, choline response; stronger effect = lower value | B-score at 10 µM | actives 0.86% (n = 310,000);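 active = B-score over 3 SD under the library average, and starting fluorescence ratio not unusually high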;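 also: choline stimulus applied at its EC90 after an EC20 pre-addition; B-score computed on integrated fluorescence ratio after choline addition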
An asterisk follows results filed as active; i = inactive. Compounds as they come; about 1.5% have a hit in one of these screens.

Results follow in this order: CHT allo act	CHT block
O=C(CCCSc1ccccc1)Nc1nc(-c2ccco2)c(-c2ccco2)s1
 : i	i
CCOc1cccc2cc(C(=O)Nc3ccccc3-c3ccccc3)c(=O)oc12
 : i	i
Cc1c(NC(=O)CN2C(=O)NC(C)(c3ccc(Cl)cc3)C2=O)c(=O)n(-c2ccccc2)n1C (stereo not given)
 : i	i
CCCCNC(=S)NC(C)(C)CO
 : i	i
O=C(COc1ccccc1Cl)NCCc1ccc2c(c1)OCCO2
 : i	i
Cc1cccc(N2CCN(C(=O)CC(NC(=O)c3ccccc3)c3ccccc3)CC2C)c1 (stereo not given)
 : i	i
Cc1ccc(C(=O)NCCN2CCOCC2)cc1Cl
 : i	i
CCCCn1nnnc1SCC(=O)Nc1ccc(N(C)C)cc1
 : i	i
CC1(C(=O)O)CCC(C(=O)Nc2ccc(S(N)(=O)=O)cc2)C1(C)C (stereo not given)
 : i	i
N#Cc1ccccc1Sc1ccccc1C(=O)OCC(=O)NC1CCCCC1
 : i	i
COc1ccc(C(=S)N2CCOCC2)cc1OS(=O)(=O)c1ccc(Br)cc1
 : i	i
COc1ccc2cc(C#N)c(SCC(=O)Nc3nonc3C)nc2c1
 : i	i
Cc1cc(NS(=O)(=O)c2ccc(NC(=O)C(C)Oc3ccc(C(C)C)cc3)cc2)no1 (stereo not given)
 : i	i
COc1ccc(C(=O)Nc2ccccc2C(=O)Nc2ccc(C(=O)O)cc2)cc1
 : i	i
Cc1ccc(C)c(Nc2nc3ccccc3n3cnnc23)c1
 : i	i
O=C(OCC#CCSc1nnc(-c2cccc3ccccc23)o1)c1cccs1
 : i	i
O=C(NCCc1ccccc1)c1ccccc1Cl
 : i	i
CC(=O)C1=C(O)C(=O)OC1c1ccc(Cl)cc1 (stereo not given)
 : i	i
CCOc1ccc(OCCOCCOc2ccccc2Cl)cc1
 : i	i
CCN(CC)S(=O)(=O)c1ccc(-c2nnc(SCC(=O)N3CCOCC3)o2)cc1
 : i	i
CC(C)(C)OC(=O)N1CSC[C@H]1C(=O)NC[C@H](CC(=O)O)c1ccc(Cl)cc1
 : i	i
COc1ccc2c(c1)c(CCN1C(=O)c3ccccc3C1=O)cn2C(=O)c1ccco1
 : i	i
Cc1ccccc1NC(=O)c1ccc(F)c(S(=O)(=O)N2CCN(c3ccccn3)CC2)c1
 : i	i
COc1cccc(NC(=O)CCN2C(=O)c3ccccc3S2(=O)=O)c1
 : i	i
Cc1cc(S(=O)(=O)Nc2c(NC3CCCCC3)c3ccccc3oc2=O)ccc1F
 : i	i
O=C(NCCCN1CCCC1=O)c1cccc(S(=O)(=O)N2CCN(c3ccccc3)CC2)c1
 : i	i
Cc1cc(/N=C/C=C2\N(C)c3ccccc3C2(C)C)n(CCC#N)n1
 : i	i
CCN1CCN(CCn2c(=S)[nH]c3cc4c(cc3c2=O)OCO4)CC1
 : i	i
Cc1c(Br)c([N+](=O)[O-])nn1CC(=O)NCCc1ccc(Cl)cc1
 : i	i
COc1ccc2[nH]cc(C=O)c2c1
 : i	i
O=C(CSc1nc2cc(Cl)ccc2s1)c1ccco1
 : i	i
O=C(Nc1cccc(Cl)c1)OCCN1CCN(Cc2ccccc2)CCC1=O
 : i	i
CCN(CC)c1ccc(/C=N/n2nnnc2N)c(O)c1
 : i	i
CC(=O)c1cccc(NC(=O)Cn2cnc(S(=O)(=O)N3CCC(C)CC3)c2)c1
 : i	i
CNc1nc(N)c(C(=O)Nc2cc(C)on2)s1
 : i	i
COC(=O)c1ccc(CNC(=O)C2CCC(=O)N(CCCc3ccccc3)C2)cc1 (stereo not given)
 : i	i
CC(C)(C)c1nnc2sc(SC/C(O)=C(\C#N)c3nc4ccccc4[nH]3)nn2c1=O
 : i	i
CCNCCC(=O)N1c2ccccc2Sc2ccc(NC(=O)OCC)cc21
 : i	i
COC(=O)c1cc([N+](=O)[O-])ccc1N1CCN(Cc2ccccc2)CC1
 : i	i
COc1cc2cnncc2cc1OC
 : i	i
Cc1cccc(NC(=O)N[C@@H](C)C(=O)O)c1
 : i	i
CC(C)(C)CC(=O)NC(=S)NCc1ccccc1
 : i	i
NS(=O)(=O)c1ccc(NC(=O)CCCC(=O)O)cc1
 : i	i
CCOc1ccc(S(=O)(=O)N2CCN(C(=O)CCC(=O)N3CCOCC3)CC2)cc1
 : i	i
O=C(NC(Cc1ccccc1)C(=O)O)c1ccc(S(=O)(=O)N2CCOCC2)cc1 (stereo not given)
 : i	i
O=C(/C(=N\Nc1ccc(Br)cc1)Sc1nnnn1-c1ccccc1)c1ccccc1
 : i	i
COc1cc(/C=N/Nc2cc(C)nc(NS(=O)(=O)c3ccccc3)n2)ccc1O
 : i	i
COc1cccc(CCNC(=O)C2CCCN(c3ncnc4c3nc3n4CCCCC3)C2)c1OC (stereo not given)
 : i	i
Cc1ccc2nc(SC(C(=O)Nc3ccc(F)cc3)c3ccccc3)[nH]c2c1 (stereo not given)
 : i	i
COc1cc(CC(=O)OCC(=O)NC2CC2)cc(OC)c1OC
 : i	i
COc1ccccc1-n1c(SCC(=O)Nc2cc(C)on2)nc2c([nH]c3ccccc32)c1=O
 : i	i
O=C(c1ccccc1)c1ccc(N2CCN(C(=O)c3cccc(F)c3F)CC2)c(F)c1
 : i	i
COc1ccc2c(=O)cc(-c3cccnc3)oc2c1OC
 : 7.6*	i
Cc1cccc(C(=O)N/N=C/c2ccc3c(c2)OCO3)n1
 : i	i
Cc1ccc2nc(SCC(=O)NCc3ccc(F)cc3)nc(=O)n2c1
 : i	i
COCC(=O)Nc1nc2ccc(S(C)(=O)=O)cc2s1
 : i	i
Cc1c(CCC(=O)N[C@@H](C)C(=O)O)c(=O)oc2c(C)c3oc4c(c3cc12)CCCC4
 : i	i
CC1CC(C)CN(Cc2nc(N)nc(Nc3ccccc3)n2)C1 (stereo not given)
 : i	i
Cc1cccc(C)c1N=Nc1c(C)cc(O)cc1C
 : i	i
O=C(OCCC1Oc2cccnc2NC1=O)c1ccc(F)cc1 (stereo not given)
 : i	i

Going on with the list:
Results follow in this order: CHT allo act	CHT block
CN(C)c1cccc2c1c(NC(=O)c1ccc(F)cc1)nn2C
 : i	i
O=C(NCC[C@@H]1C[C@@H]2C=C[C@H]1C2)c1cc(COc2ccc(F)cc2F)on1
 : i	i
CC(=O)C1=C(C)N(Cc2ccco2)C(=O)C1(NC(=O)C1CCCCC1)C(F)(F)F (stereo not given)
 : i	i
COc1ccc(OC)c(Nc2nc(N)c([N+](=O)[O-])c(N3CCOCC3)n2)c1
 : i	i
COC(CN(C(=O)CCl)C(C(=O)NC1CCCCC1)c1ccc(Cl)cc1)OC (stereo not given)
 : i	i
COc1ccc(Cl)cc1NC(=O)Cn1nnc(C(=O)NCCc2ccc(OC)c(OC)c2)c1N
 : i	i
COC(=O)c1cc(Cl)c(NC(=O)C(C)C)cc1OC
 : i	i
CC(C)CC(c1nnnn1CCc1ccccc1)N1CCC(C(N)=O)CC1 (stereo not given)
 : i	i
CC(C)N(C(=O)COC(=O)c1cccc(N(C)C)c1)c1ccccc1
 : i	i
CCSc1nnc2c(n1)OC=Nc1ccc(Br)cc1-2
 : i	i
O=C1NCCN/C1=C\C(=O)c1ccc(Br)cc1
 : i	i
COc1ccc(/C=C/C(=O)NNC(=O)c2cc(C)oc2C)cc1
 : i	i
COc1ccc(OC)c(NC(=O)NNS(=O)(=O)c2ccc(C)cc2C)c1
 : i	i
CCCS(=O)(=O)N1CCC(C(=O)NC2CCC(C)CC2)CC1 (stereo not given)
 : i	i
CCOc1ccc(/C=C2\SC(=O)N(CCNC(=O)CN3C(=O)NC4(CCCC4)C3=O)C2=O)cc1OC
 : i	i
COC(=O)c1ccccc1NC(=O)COc1ccc(S(=O)(=O)NC(C)C)cc1
 : i	i
Cc1cc2c(SCC(=O)NC3CCCC3)ncnc2s1
 : i	i
Cc1ccc(C(C)C)c(OCC(=O)NCC(c2cccs2)N2CCOCC2)c1 (stereo not given)
 : i	i
CC1=C(C(=O)Nc2ccccn2)C(c2ccc(Cl)cc2Cl)NC(=S)N1 (stereo not given)
 : i	i
COc1ccc(/C=N/Nc2nc(Nc3ccccc3)nc(N3CCCCC3)n2)cc1OC
 : i	i

Structural class: those above containing a thiophene ring, fused or not (3)
Results follow in this order: CHT allo act	CHT block
O=C(OCC#CCSc1nnc(-c2cccc3ccccc23)o1)c1cccs1
 : i	i
Cc1cc2c(SCC(=O)NC3CCCC3)ncnc2s1
 : i	i
Cc1ccc(C(C)C)c(OCC(=O)NCC(c2cccs2)N2CCOCC2)c1 (stereo not given)
 : i	i

The listing picks up, starting 2 compounds before the break.
Results follow in this order: CHT allo act	CHT block
CC1=C(C(=O)Nc2ccccn2)C(c2ccc(Cl)cc2Cl)NC(=S)N1 (stereo not given)
 : i	i
COc1ccc(/C=N/Nc2nc(Nc3ccccc3)nc(N3CCCCC3)n2)cc1OC
 : i	i
Cc1ccc(NC(=O)CNCCCN2CCOCC2)cc1S(=O)(=O)N1CCCCC1
 : i	i
Cc1cccc(C(C)C)c1NC(=O)CN1C(=O)NC(Cc2ccccc2)C1=O (stereo not given)
 : i	i
Cc1ccc2ccc(C(Nc3ccccn3)c3ccccc3)c(O)c2n1 (stereo not given)
 : i	i
O=C1CN(C(=O)c2ccccc2F)c2ccccc2N1
 : i	i
CCOC(=O)c1cc(C(=O)c2cccs2)n2ccc(C(C)=O)cc12
 : i	i
O=C(CSc1ccc2ccccc2n1)N/N=C/c1ccc(O)cc1
 : i	i
Cc1ccc(/C=C/C(=O)c2ccccc2O)cc1
 : i	i
COc1ccccc1CNC(=O)C1CCN(S(=O)(=O)c2ccc3nc4c(c(C(=O)O)c3c2)CCCC4)CC1
 : i	i
CNC(=O)c1cc(S(=O)(=O)Nc2ccc(C)cc2C)ccc1C
 : i	i
CCc1n[nH]c(=S)n1/N=C/c1c(O)ccc2ccccc12
 : i	i
CCC(C)(C)c1ccc(Oc2cccc(C(=O)O)c2)cc1
 : i	i
COc1cccc(N2C(=NC(=O)C3CCCCC3)SC3CS(=O)(=O)CC32)c1 (stereo not given)
 : i	i
COCCNC(=O)CSc1nc2ccccc2c2nc(C)nn12
 : i	i
CS(=O)(=O)N1CCC(C(=O)Nc2cccc(Br)c2)CC1
 : i	i
Clc1ccccc1-c1nc(/C=N/N2CCOCC2)c2ccccn12
 : i	i
CC(=O)N/C(=C\c1ccccc1)C(=O)OC(C)C(=O)N(C)c1ccccc1 (stereo not given)
 : i	i
COc1ccc(-c2cn(Cc3ccc4ccccc4c3)nn2)cc1
 : i	i
Cc1ccccc1CSCCNC(=O)CSCc1ccc([N+](=O)[O-])cc1
 : i	i
COC/C=C/C1=CC2=CC(=O)C(C)(OC(=O)c3cccs3)C(=O)C2=CO1 (stereo not given)
 : i	i
CC(C)(C)c1nnc(NC(=O)c2cccnc2)s1
 : i	i
O=C(NCC1CCCO1)C(c1cccs1)N(Cc1ccccc1Cl)C(=O)c1ccc(-c2ccccc2)[nH]1 (stereo not given)
 : i	i
O=[N+]([O-])c1ccc(SCCc2ccccn2)cc1
 : i	-6.5*
COc1ccc(C2/C=C\CN(CC(C)(C)C)CC(=O)N2Cc2ccc(F)cc2)cc1 (stereo not given)
 : i	i
Cc1ccc(NC(=O)COC(=O)c2ccc([N+](=O)[O-])o2)cc1S(=O)(=O)N1CCCCCC1
 : i	i
COc1ccccc1N(C)S(=O)(=O)c1ccc(C(=O)OCC(=O)NCc2cccs2)cc1
 : i	i
O=c1[nH]c(/C=C/c2ccccn2)nc2ccccc12
 : i	i
CC(C)CC(=O)Nc1ccc2c(c1)OCO2
 : i	i
CN(C)/C=C1\N=C(c2ccccc2)OC1=O
 : i	i
Clc1ccccc1CSc1nncn1-c1cccnc1
 : i	i
CN(C)c1ccc(/C=C/C(O)=C2/C(=O)N(C)C3(C)CC2c2ccccc2O3)cc1 (stereo not given)
 : i	i
CN(C1CCCCC1)S(=O)(=O)c1ccc(-n2cnnn2)cc1
 : i	i
Cc1cccc(C)c1NC(=O)C1(NC(=O)Cn2cccc([N+](=O)[O-])c2=O)CCCCC1
 : i	i
N/C(CN1CCCC1=O)=N\OC(=O)c1ccccc1Cl
 : i	i
Cc1ccc(C(=O)NCCN2C3=NC[C@H](C)N3C[C@H]2Cc2ccc(O)cc2)cc1Br
 : i	i
Cc1c(C(=O)NC2CC(=O)N(c3ccc4c(c3)OCCO4)C2)cccc1[N+](=O)[O-] (stereo not given)
 : i	i
CC(C)N(Cc1nc(-c2ccccc2)no1)S(=O)(=O)c1ccccc1
 : i	i
CN1CCN(S(=O)(=O)c2cccc(C(=O)Nc3sc4c(c3-c3nc5ccccc5[nH]3)CCCC4)c2)CC1
 : i	i
CC(C)NC[C@@H](O)COc1cccc2ccccc12
 : i	i
CCOc1cc(C2C3=C(CC(C)(C)CC3=O)N(CCCOC)C3=C2C(=O)CC(C)(C)C3)ccc1OC
 : i	i
CC(=O)c1ccc(NC(=O)c2ccc3snnc3c2)cc1
 : i	i
COc1ccc(/C=N/NC(=O)c2ccccc2OC)cc1COc1ccc(C)cc1
 : i	i
COc1ccc(-c2nc(N)n(C(=O)c3cccs3)n2)cc1
 : i	i
NC(=O)C1CCN(c2ccc([N+](=O)[O-])cc2Cl)CC1
 : i	i
COc1nc(N2CCCC2)nc(-n2nnc(C(C)=O)c2C)n1
 : i	i
Oc1ccc(-c2nc3ccc4ccccc4c3c3c2CCC3)cc1O
 : i	i
CCc1nc(CN2CCCC(C(=O)c3ccc4c5c(cccc35)CC4)C2)c(C)[nH]1 (stereo not given)
 : i	i
CCOc1ccc(-n2ccnc2SCC(=O)NCc2ccc3c(c2)OCO3)cc1
 : i	i

A stretch taken from the entries so far, for reference:
Results follow in this order: CHT allo act	CHT block
CCc1nc(CN2CCCC(C(=O)c3ccc4c5c(cccc35)CC4)C2)c(C)[nH]1 (stereo not given)
 : i	i
CCOc1ccc(-n2ccnc2SCC(=O)NCc2ccc3c(c2)OCO3)cc1
 : i	i
